MT1-MMP act inh: blockers of MT1-MMP proenzyme processing, primary screen, HT1080 RFP-PRO-GFP cells, GFP/RFP fluorescence | GFP/RFP ratio change, % at 20 µM | 360,000 tested, 0.061% active | GFP/RFP ratio fluorescence, overnight; percent of plate control window, DMSO zero;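 active = GFP/RFP ratio change of at least 30% with cell ATP level not reduced by more than half and red fluorescence within 50% of control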; also: strong numbers were not always called active
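Test system: HT1080 RFP-PRO-GFP cells; Benchmarks: DMSO and RFP-L50D-GFP cell wells; Timing: cells overnight before dosing, compound overnight, 37 °C, 5% CO2; Compound: one 20 µM compound dose with 1% DMSO; Read-out: GFP/RFP fluorescence ratio.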
E coli Lon inh: inhibitors of E. coli Lon protease, primary screen, biochemical, fluorescence polarization; P0A9M0; 360,000 tested, 0.42% active; inhibition, % at 7.94 µM; AID 602123, 2011; purified E. coli Lon protease; in the data active = inhibition above about 13%, passing the limit was not always enough;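 also: 0% = enzyme with probe and DMSO and 100% = no enzyme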
bovine MsrA act: bovine MsrA enzyme activators, primary screen, biochemical, absorbance, HTS; Methionine sulfoxide reductase A (Bos taurus); purified bovine MsrA, absorbance read-out; activation, % at 10.6 µM; 360,000 tested, 0.3% active; in the data active = activation above about 7.5%;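 also: 0% = vehicle and 100% = reference activator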
MsrA inhibitor: bovine MsrA enzyme inhibitors, primary screen, biochemical, absorbance, HTS; purified bovine MsrA, absorbance read-out; Methionine sulfoxide reductase A (Bos taurus); inhibition, % at 15.5 µM; AID 651718, 2012; 360,000 tested, 0.75% active; in the data active = inhibition above about 4.5%;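 also: 0% = vehicle wells with enzyme and 100% = reference inhibitor wells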
Rin1-Abl PPI inh: inhibitors of Rin1-Abl protein binding, primary screen, biochemical, TR-FRET. AID 588664, 2011. inhibition, % at 7.35 µM. 360,000 tested, 0.4% active. Tyrosine-protein kinase ABL1 (Homo sapiens) + Ras and Rab interactor 1 (Homo sapiens), …; in the data active = inhibition above about 5%, passing the limit was not always enough
SKN-1 block: suppressors of acrylamide-induced Pgst-4::GFP reporter in worms, primary screen, SKN-1 inhibitor project, whole organism, uHTS, GFP/RFP fluorescence ratio, strain VP596; inhibition, % at 21.8 µM; 360,000 tested, 0.49% active; C. elegans VP596 Pgst-4::GFP/RFP ratio, 24 h;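 active = interference check ratio from 0.5 to 1.5 plus GFP to RFP signal ratio inhibition reaching or exceeding a fixed threshold, cut at about 30% in these data, passing the limit was not always enough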; also: some compounds called inactive have numbers as strong as hits
CendR NRP1 mod: modulators of CendR peptide binding to NRP-1, primary screen, biochemical, fluorescence polarization, uHTS; Neuropilin-1 (Homo sapiens), O14786; FAM-RPARPAR peptide binding to NRP-1; inhibition, % at 25 µM; 360,000 tested, 0.85% active; AID 602438, 2012;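 active = inhibition or corrected inhibition above about 18%, plus a signal ratio from 0.5 to 1.5, limit read from the data, passing the limit was not always enough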; also: strong numbers were not always called active
Target sequence (O14786 whole entry, looked up): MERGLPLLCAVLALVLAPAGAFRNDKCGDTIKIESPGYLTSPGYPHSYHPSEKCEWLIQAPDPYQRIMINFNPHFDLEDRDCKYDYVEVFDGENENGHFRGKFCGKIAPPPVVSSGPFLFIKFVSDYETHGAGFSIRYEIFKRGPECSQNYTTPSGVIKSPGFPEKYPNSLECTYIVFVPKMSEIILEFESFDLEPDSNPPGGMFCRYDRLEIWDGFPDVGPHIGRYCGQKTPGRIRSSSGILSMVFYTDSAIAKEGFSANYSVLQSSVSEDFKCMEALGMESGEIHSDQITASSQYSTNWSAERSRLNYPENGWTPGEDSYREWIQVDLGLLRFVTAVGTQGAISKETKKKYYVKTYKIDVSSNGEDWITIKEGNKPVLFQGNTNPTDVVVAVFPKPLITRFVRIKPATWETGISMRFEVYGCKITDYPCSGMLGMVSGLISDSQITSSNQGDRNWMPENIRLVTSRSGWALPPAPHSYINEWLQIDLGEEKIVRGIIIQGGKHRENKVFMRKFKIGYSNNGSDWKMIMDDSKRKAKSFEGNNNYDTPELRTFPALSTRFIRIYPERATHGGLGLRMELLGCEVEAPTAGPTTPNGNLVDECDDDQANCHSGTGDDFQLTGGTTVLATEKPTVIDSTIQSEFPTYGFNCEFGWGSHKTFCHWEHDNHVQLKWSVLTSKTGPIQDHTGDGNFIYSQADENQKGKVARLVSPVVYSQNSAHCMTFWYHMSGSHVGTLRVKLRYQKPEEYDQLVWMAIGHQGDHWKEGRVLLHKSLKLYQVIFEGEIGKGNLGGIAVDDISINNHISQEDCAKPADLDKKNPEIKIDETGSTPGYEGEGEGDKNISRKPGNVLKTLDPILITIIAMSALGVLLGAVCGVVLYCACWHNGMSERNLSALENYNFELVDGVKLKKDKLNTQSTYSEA
FAS-TE inh: FAS thioesterase domain inhibitors, primary screen, biochemical, fluorescence intensity, uHTS; recombinant FAS-TE, OMFH fluorogenic substrate, fluorescence endpoint; inhibition, % at 15 µM; 360,000 tested, 0.67% active;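 active = compounds whose normalised, plate-corrected inhibition of enzyme fluorescence in the single-dose primary screen is 50% or more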;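 also: 0% = DMSO with enzyme and 100% = substrate without enzyme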
Neddylation inh: inhibitors of cullin neddylation, primary screen, biochemical, TR-FRET, uHTS, NAE and Ubc12. NEDD8-conjugating enzyme Ubc12 (Homo sapiens) + NEDD8-activating enzyme E1 regulatory …. calls only at 25 µM. 360,000 tested, 0.58% active. AID 651699, 2012; in the data active = inhibition above about 36%
* marks the source's active call; other numbers are inactive results; i = inactive; · = not tested or not shown.

SMILES	MT1-MMP act inh	E coli Lon inh	bovine MsrA act	MsrA inhibitor	Rin1-Abl PPI inh	SKN-1 block	CendR NRP1 mod	FAS-TE inh	Neddylation inh
CNc1nnc(SCC(=O)N2c3ccccc3NC(=O)CC2C)s1 (stereo not drawn)	3	2	-4	0.1	0	-10	2	-9	i
Cc1ccsc1S(=O)(=O)N1CCC(CO)(CC2CCCCO2)CC1 (stereo not drawn)	1	-6	-5	-0.4	1	-11	8	-3	i
CC(C)c1nnc(NC(=O)C2CCN(c3cnccn3)CC2)s1	2	-4	-3	2.2	0	-10	4	-3	i
COc1ccccc1/C=N/NC(=O)c1ccc(N(C)S(=O)(=O)c2ccccc2)cc1	2	-1	-3	0.2	2	1	-5	35	i
O=S(=O)(Nc1ccon1)c1ccc(Br)cc1	1	-4	-3	-0.9	1	6	13	-6	i
COCc1cc(C)n(CC(=O)Nc2ccccc2C(=O)OC)c(=O)c1C#N	2	-1	-1	1.9	-1	-1	1	1	i
CCc1cc2ccc(OC)cc2nc1SCC(=O)NNC(C)=O	-1	4	-4	1.7	-3	11	8	-3	i
N#Cc1cc(Oc2ccc(Cl)cc2)c(N2CCOCC2)cc1C#N	3	-16	-1	1.9	-1	4	1	67*	i
O=C(NNc1cc(N2CCOCC2)nc(N2CCOCC2)n1)C12CC3CC(CC(C3)C1)C2	3	-20	-2	-0.5	0	13	-9	-8	i
COc1ccc(NC(=O)CSc2nncn2C)cc1OC	4	5	1	-0.3	3	9	-2	-7	i
O=C(NC1CC1)C1=C[C@H](c2ccccc2)C[C@H](OCc2ccc(CO)cc2)O1	2	3	-3	-0.6	1	12	4	-13	i
S=c1[nH]cc2cnccn12	0	5	4	0.4	-4	2	2	-6	i
Cc1ccc(S(=O)(=O)N2CCOCC2)cc1C(=O)OC1CCCCC1=O (stereo not drawn)	-2	3	0	0.0	2	6	-6	-4	i
O=C(Nc1ccc(OCC(F)(F)C(F)F)c(C(F)(F)F)c1)c1ccccc1	-8	0	-8	-0.5	3	23	4	35	i
COc1ccc(NS(=O)(=O)c2cccc(C(=O)N(C)Cc3ccc(SC)cc3)c2)cc1	-1	-2	1	0.1	-1	1	0	20	i
CC(C(=O)Nc1cc(C(F)(F)F)ccc1N1CCOCC1)N1C(=O)C2CC=CCC2C1=O (stereo not drawn)	1	-3	-11	0.6	5	-11	-3	-9	i
CC(=O)/C=C(\C)N=Nc1c(O)[nH]c2ccccc12	1	3	-4	0.3	-10	11	0	-4	i
CCOC(=O)C1CCN(c2ccc([N+](=O)[O-])cc2)CC1	·	-9	-14	-1.4	-8	-3	-5	3	i
CSc1ccccc1OCc1cc(C(=O)N2CCC(Oc3cccnc3)CC2)no1	0	-1	5	-1.1	0	14	-2	11	i
Cc1cc([N+](=O)[O-])cnc1NC(C)c1ccccc1 (stereo not drawn)	1	3	-7	3.5	1	-13	8	14	i
O=C(COc1ccccc1)Nc1c2c(nn1-c1ccccc1)CS(=O)(=O)C2	-1	-5	-5	0.9	-1	-16	22	-3	i
COc1ccc(N2CCN(C(=O)c3c(-c4ccccc4)noc3C)CC2)cc1	3	4	-1	-0.8	-2	-8	-8	3	i
NS(=O)(=O)c1cccc(NS(=O)(=O)c2ccc(/C=C/C(=O)OCC(=O)c3ccccc3)cc2)c1	-4	-3	-2	0.7	-1	8	-3	1	i
O=C(c1ccc2c(c1)OCCO2)N1CCN(Cc2ccccc2)CC1	-9	-2	0	-0.4	-2	-4	1	-5	i
CC(C)C(=O)NC(Nc1ccccc1F)C(Cl)(Cl)Cl (stereo not drawn)	3	-9	-2	0.2	2	-21	8	-8	i

Part of the list above, with two lines to a compound:
Value order – MT1-MMP act inh, E coli Lon inh, bovine MsrA act, MsrA inhibitor, Rin1-Abl PPI inh, SKN-1 block, CendR NRP1 mod, FAS-TE inh, Neddylation inh
> Cc1ccsc1S(=O)(=O)N1CCC(CO)(CC2CCCCO2)CC1 (stereo not drawn)
→ 1, -6, -5, -0.4, 1, -11, 8, -3, i
> CC(C)c1nnc(NC(=O)C2CCN(c3cnccn3)CC2)s1
→ 2, -4, -3, 2.2, 0, -10, 4, -3, i
> COc1ccccc1/C=N/NC(=O)c1ccc(N(C)S(=O)(=O)c2ccccc2)cc1
→ 2, -1, -3, 0.2, 2, 1, -5, 35, i
> O=S(=O)(Nc1ccon1)c1ccc(Br)cc1
→ 1, -4, -3, -0.9, 1, 6, 13, -6, i
> COCc1cc(C)n(CC(=O)Nc2ccccc2C(=O)OC)c(=O)c1C#N
→ 2, -1, -1, 1.9, -1, -1, 1, 1, i
> CCc1cc2ccc(OC)cc2nc1SCC(=O)NNC(C)=O
→ -1, 4, -4, 1.7, -3, 11, 8, -3, i
> N#Cc1cc(Oc2ccc(Cl)cc2)c(N2CCOCC2)cc1C#N
→ 3, -16, -1, 1.9, -1, 4, 1, 67*, i
> O=C(NNc1cc(N2CCOCC2)nc(N2CCOCC2)n1)C12CC3CC(CC(C3)C1)C2
→ 3, -20, -2, -0.5, 0, 13, -9, -8, i
> COc1ccc(NC(=O)CSc2nncn2C)cc1OC
→ 4, 5, 1, -0.3, 3, 9, -2, -7, i
> O=C(NC1CC1)C1=C[C@H](c2ccccc2)C[C@H](OCc2ccc(CO)cc2)O1
→ 2, 3, -3, -0.6, 1, 12, 4, -13, i
> S=c1[nH]cc2cnccn12
→ 0, 5, 4, 0.4, -4, 2, 2, -6, i

(continued)
SMILES	MT1-MMP act inh	E coli Lon inh	bovine MsrA act	MsrA inhibitor	Rin1-Abl PPI inh	SKN-1 block	CendR NRP1 mod	FAS-TE inh	Neddylation inh
CCCNC(=O)C1(C)CCN(Cc2cc(-c3ccccc3)on2)C1 (stereo not drawn)	3	2	1	-0.4	-2	-3	-2	-4	i
CC(C)[C@H](NC(=O)C1CCCC1)c1nc2ccccc2[nH]1	-3	3	1	0.8	-2	5	14	-3	i
C[C@]12CCC3C(CC[C@H]4CC(O)CC[C@]34C)C1CC/C2=N/NC(=O)c1ccncc1 (stereo partly drawn)	-1	2	-9	-0.7	1	-12	7	2	i
COc1ccc(C2OCC3(CO2)SC(=O)NC3=O)cc1OC (stereo not drawn)	14	12	-4	0.5	-2	11	8	-4	i
N/C(=N\OC(=O)Oc1ccccc1)c1ccc(Cl)cc1	3	-1	-3	-0.8	1	-9	5	-8	i
CC(C)OCCCNC(=O)COc1ccc2oc3c(c2c1)CCCC3	-2	-6	-2	0.2	-1	-13	-7	4	i
O=C(c1cc(-c2ccccc2O)on1)N1CCCC1	2	1	-2	0.3	-3	12	-6	-4	i
Cc1ccc(S(=O)(=O)N(C)C)cc1NC(=O)c1sccc1Cl	2	-2	-4	0.0	-1	-6	0	1	i
CN(c1ccccc1)S(=O)(=O)c1cccc(NC(=O)CCNC(=O)c2ccc(Cl)cc2)c1	-2	3	-2	0.2	-1	-7	8	21	i
CCOC(=O)c1cnc2c(c(C)nn2-c2ccc(C)cc2)c1Cl	-2	-1	-2	0.1	0	12	-1	20	i
CCCn1c(C(C)Nc2nc(-c3ccc(C)cc3)cs2)nc2cc(Cl)c(N3CCCCC3)cc21 (stereo not drawn)	-27	-8	-9	0.2	-1	8	9	23	i
COc1cc(OC)c(C(=O)Nc2cc(S(=O)(=O)N3CCOCC3)ccc2N2CCN(C)CC2)cc1OC	-2	-2	-1	1.8	1	19	-6	-4	i
Cc1cc(C)n(Cc2ccc(NC(=O)c3c([N+](=O)[O-])c(C)nn3C)cc2)n1	0	-9	-2	-1.0	-1	7	3	-7	i
C#CCOc1c(Cl)cc(/C=N/NC(N)=S)cc1OCC	13	0	-6	1.1	0	5	2	-1	i
CCC1NC(=O)c2cc3ccccc3cc2-n2c1nc1cc(OC)c(OC)cc1c2=O (stereo not drawn)	2	-4	-2	-0.6	0	11	-14	-2	i
O=C(O)CN1C(=O)/C(=C2\SC(=S)N(C(Cc3ccccc3)C(=O)O)C2=O)c2ccccc21 (stereo not drawn)	3	2	-3	1.4	-2	21	-13	-3	i
COc1cccc(CN(C)C(=O)c2ccc(S(=O)(=O)Nc3cccc(C)c3C)cc2)c1OC	-2	11	2	0.3	1	-14	-15	13	i
Cc1cccc(S(=O)(=O)Nc2ccncc2)c1	0	-5	-2	-1.8	0	-9	7	-6	i
O=C(N=C1SC2CS(=O)(=O)CC2N1c1ccc(OC(F)(F)F)cc1)C1CC1 (stereo not drawn)	0	-2	-1	0.8	5	11	-10	0	i
O=C(CCSc1ccccc1)NCCSc1ccccn1	-2	-7	-4	-0.4	2	-39	-3	-5	i
O=C(O)c1cccc(S(=O)(=O)NCC2COc3ccccc3O2)c1 (stereo not drawn)	0	-13	-3	-0.7	3	0	-12	-5	i
COc1ccccc1OCC(=O)Nc1ccc(S(=O)(=O)N2CCCC2)cc1	-2	5	-1	-0.7	1	-6	-7	5	i
O=C1C(Cl)=C(NCC2CCCO2)C(=O)N1Cc1ccccc1 (stereo not drawn)	0	-5	-3	0.7	-1	0	-19	-2	i
CCN(CC)S(=O)(=O)c1ccc(OC(C)C)c(N)c1	1	5	-3	1.0	2	-13	13	-6	i
OCCN1CCN(CC(O)COc2ccc(-c3ccccc3)cc2)CC1 (stereo not drawn)	-6	4	-11	-0.4	8	3	-2	-11	i
Further records:
SMILES	MT1-MMP act inh	E coli Lon inh	bovine MsrA act	MsrA inhibitor	Rin1-Abl PPI inh	SKN-1 block	CendR NRP1 mod	FAS-TE inh	Neddylation inh
Cc1cc(Cl)ccc1NC(=O)CN1CCCC1	1	8	-4	-0.7	-1	17	7	-3	i
O=C(c1cc(S(=O)(=O)N2CCCC2)c(Cl)cc1Cl)N1CCCC1	-1	7	-5	-0.7	2	-12	-5	-6	i
Cc1ccc(Sc2ncccc2[N+](=O)[O-])cc1	-1	0	-4	0.9	1	20	-13	30	i
O=C(c1ccc(CS(=O)c2ccccc2Cl)o1)N1CCN(c2ccccc2)CC1 (stereo not drawn)	7	2	-8	-0.6	-1	21	-2	-5	i
CCCCCCNC(=O)c1ccc(Br)o1	-1	-7	-1	-1.4	3	-1	-11	-6	i
CCOc1ccc(CCNC(=O)COC(=O)c2c(C)nn(-c3ccccc3)c2C)cc1OCC	-1	6	-3	0.3	0	12	-38	-3	i
CCCCCCCC(=O)NC(Nc1ccccc1OC)C(Cl)(Cl)Cl (stereo not drawn)	-5	6	-8	-0.9	0	-5	1	19	i
CCOC(=O)C(NC(C)=O)(NS(=O)(=O)c1ccccc1)C(F)(F)F (stereo not drawn)	6	1	1	-1.8	1	-16	3	-3	i
COCCCNC(=O)c1cc(Nc2ccc(OC)cc2OC)nc2ccccc12	-1	4	-1	0.5	0	18	2	-7	i
CC1(C(=O)NS(=O)(=O)Cc2ccccc2)CCN1C(=O)Cc1ccccc1Cl (stereo not drawn)	-2	-9	-2	0.5	-4	6	-6	-14	i
